tim10-1 inh – inhibits growth of tim10-1 mutant yeast | AID 463190 | S. cerevisiae tim10-1 ts strain growth, BacTiter-Glo, 24 h | hit rate 2.2% among 330,000 | inhibition, % at 20 µM;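 active = inhibition of at least 40%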;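 note: mutant grown at 25 °C; 0% = DMSO wells with yeast and 100% = wells holding no yeast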
UPR CHOP act – apoptotic UPR (CHOP) activation; hit rate 0.34% among 330,000; activation, % at 10 µM; AID 449763; CHO-CHOP luciferase reporter, luminescence; percent of tunicamycin response over DMSO baseline;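 active = at 10 µM dose, activation of 40% or more, normalized to positive control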;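 note: 100% = tunicamycin at 10 µg/mL and 0% = DMSO alone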
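Test system: CHO-CHOP cells, stable luciferase reporter of PERK-eIF2a-CHOP signalling | Quantity: 500 CHO-CHOP cells per well | Buffer or medium: F12 plus 10% serum | Compound dosing: 10 µM single point, 0.5% DMSO | Schedule: 6 h compound treatment, 37 °C | Signal: Luciferase luminescence | Control set: Tunicamycin high control, DMSO low control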
tim23-1 inh – growth inhibitors of tim23-1 mutant yeast; S. cerevisiae tim23-1 growth, BacTiter-Glo luminescence, 24 h; inhibition, % at 20 µM; hit rate 1.3% among 330,000;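 active = growth inhibition of the mutant yeast at or above 50%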;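 note: temperature-sensitive mutant grown at 25 °C; plate controls were DMSO-treated mutant yeast for no effect and medium wells lacking yeast for full effect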
TIM10 inh – inhibits growth of TIM10 yeast strain; S. cerevisiae TIM10 strain growth, BacTiter-Glo luminescence, 24 h; inhibition, % at 10 µM; hit rate 1.4% among 330,000;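 active = inhibition of 40% or more at the single tested concentration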;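 note: wild-type TIM10 isogenic control strain grown at permissive 25 °C; 0% = DMSO yeast wells and 100% = minimal medium wells without yeast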
Mdm2-MdmX inh – human Mdm2/MdmX binding inhibition; hit rate 3% among 330,000; inhibition, % at 8 µM; SaOS-2 split-luciferase Mdm2/MdmX complementation, luminescence; O15151+Q00987;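 active = inhibition of at least 50% at 8 µM in the primary screen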
Target sequence (O15151 whole entry, looked up): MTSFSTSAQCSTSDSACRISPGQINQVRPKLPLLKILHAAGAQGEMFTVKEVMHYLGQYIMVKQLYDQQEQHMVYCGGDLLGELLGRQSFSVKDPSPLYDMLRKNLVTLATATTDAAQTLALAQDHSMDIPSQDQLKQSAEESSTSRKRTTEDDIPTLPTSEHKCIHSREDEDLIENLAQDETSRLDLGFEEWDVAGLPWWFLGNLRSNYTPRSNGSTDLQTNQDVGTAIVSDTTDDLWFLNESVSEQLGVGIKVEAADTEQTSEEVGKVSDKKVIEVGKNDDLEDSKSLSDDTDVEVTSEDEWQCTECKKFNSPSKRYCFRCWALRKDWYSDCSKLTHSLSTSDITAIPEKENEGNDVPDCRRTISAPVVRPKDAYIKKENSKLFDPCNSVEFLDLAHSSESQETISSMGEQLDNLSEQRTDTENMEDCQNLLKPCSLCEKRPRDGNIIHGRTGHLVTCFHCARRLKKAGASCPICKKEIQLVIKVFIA
Target sequence (Q00987 whole entry, looked up): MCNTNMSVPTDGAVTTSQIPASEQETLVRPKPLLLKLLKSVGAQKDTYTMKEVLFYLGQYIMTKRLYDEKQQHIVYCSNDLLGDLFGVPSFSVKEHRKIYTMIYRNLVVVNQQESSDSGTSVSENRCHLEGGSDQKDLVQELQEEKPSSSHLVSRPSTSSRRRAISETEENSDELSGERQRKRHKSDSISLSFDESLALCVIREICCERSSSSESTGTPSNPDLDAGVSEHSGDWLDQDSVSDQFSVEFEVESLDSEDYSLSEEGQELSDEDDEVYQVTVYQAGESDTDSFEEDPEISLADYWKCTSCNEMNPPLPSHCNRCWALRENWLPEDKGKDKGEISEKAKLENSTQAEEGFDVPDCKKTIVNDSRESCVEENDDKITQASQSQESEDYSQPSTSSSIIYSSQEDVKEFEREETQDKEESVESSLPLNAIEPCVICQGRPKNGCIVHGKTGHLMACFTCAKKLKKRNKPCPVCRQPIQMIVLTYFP
697 NFkB inh – inhibitors of the PMA/ionomycin-induced NF-kB reporter in 697 B cells; 697 B-cell NF-kB luciferase reporter, 16 h; inhibition, % at 4 µM; hit rate 0.33% among 330,000; AID 435022; in the data active = inhibition above about 35%
Jurkat NFkB inh – lowers PMA/ionomycin-induced NF-kB signal in Jurkat cells | PMA/ionomycin-induced NF-kB luciferase reporter, luminescence | inhibition, % at 4 µM | hit rate 0.53% among 330,000; in the data active = inhibition above about 50%
XBP1 UPR activ – activators of adaptive arm of unfolded protein response (XBP1) | CHO-XBP1 luciferase reporter, IRE1-XBP1 UPR activation, luminescence; percent of tunicamycin response, DMSO as zero | activation, % at 20 µM | hit rate 0.33% among 330,000 | AID 463104;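 active = versus positive control, 20 µM dose yields 30% or more activation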;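 note: 100% = tunicamycin at 10 µg/mL and 0% = DMSO only wells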
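assay system = CHO-XBP1 luciferase reporter cells | amount = 1000 cells/well | buffer or medium = F12 plus 10% FBS | compound dosing = single point, 20 µM final compound, 1% DMSO | incubation = 16-18 h cell attachment at 37 °C, then 6 h compound exposure | detection = Steady-Glo luminescence read | controls = tunicamycin 10 µg/mL and vehicle-only wells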
Starred values were filed as active, the others as inactive.

smiles	tim10-1 inh	UPR CHOP act	tim23-1 inh	TIM10 inh	Mdm2-MdmX inh	697 NFkB inh	Jurkat NFkB inh	XBP1 UPR activ
COc1ccc(-c2noc(COC(=O)c3ccco3)n2)cc1OC	-7	-0.2	17	7	-13	6	-14	-1
CC1(C)Cc2c(sc3nc(-c4ccccc4)oc(=O)c23)CO1	16	5.8	18	-1	11	-12	-7	5
CN(C)CCCNC(=O)N1c2ccccc2C=Cc2ccccc21	-6	-0.9	-10	-8	21	-12	-8	-4
Cc1c(Cl)cccc1NC(=S)NC1CC1	6	-1.2	10	6	15	4	-3	-2
CCOc1ccc(NC(=O)Nc2cc(-c3ccccc3)sc2C(=O)OC)cc1	22	-1.3	26	4	40	-3	3	-4
CCN1CCN(c2ccc(NC(=O)c3ccc(Cl)c(S(=O)(=O)N4CCCC4)c3)cc2)CC1	-64	0.3	-56	-213	2	-43	4	-5
Cc1ccc(C)c(NC2=CC(=O)CC(C)(C)C2)c1C#N	12	-1.4	1	-13	-11	-15	-11	-2
CC(C)NS(=O)(=O)c1ccc(CCC(=O)N2CCOCC2)cc1	5	0.8	-3	-1	-3	11	0	2
COc1ccc(CNC(=O)C2CC(c3cccc([N+](=O)[O-])c3)=NO2)cc1 (stereo not drawn)	-5	2.9	0	4	-55	-16	-70	1
COc1ccc(N2C(=O)c3ccccc3NC2(C)C)cc1	-4	1.6	8	-7	-21	-54	-85	-5
CSc1ccc(S(=O)(=O)N2CCC(C(=O)NCCN3CCOCC3)CC2)cc1	10	1.0	11	-9	9	1	-3	-4
NS(=O)(=O)c1cnccc1Nc1cccc(F)c1	17	-0.5	9	11	10	-4	-2	-3
CCc1ccc(-c2nc(CN3CCC(C(=O)NCCc4ccc(OC)c(OC)c4)CC3)c(C)o2)cc1	9	1.2	4	19	43	5	5	3
CC1(C)CC(C(CC(=O)N2CCCC2)Cc2ccccc2)CCO1 (stereo not drawn)	5	-0.9	11	6	0	3	-6	-1
O=C(CCN1CCN(c2ccccc2)CC1)Nc1nccs1	-11	0.0	-4	-19	-21	-7	-3	4
COc1ccc(N/C=C\C(=O)c2ccc(C)cc2)cc1OC	33	9.0	32	24	-8	-32	-72	5
Cc1sc2ncnc(NCc3cccnc3)c2c1C	-12	-0.6	7	-38	17	-5	1	-3
CCCCCC(=O)NNC(=S)NC(=O)c1ccc([N+](=O)[O-])cc1	-23	1.0	25	8	21	14	5	3
Brc1ccc(-c2nnc3ccc(N4CCN(c5ccccc5)CC4)nn23)cc1	23	54*	-12	7	100*	15	-19	47*
COc1ccc(-c2ccc(C(=O)C3CC3)cc2)cc1	-8	3.5	3	2	-183	-173	-118	-3
COc1ccc(OCCNc2c([N+](=O)[O-])c(=O)oc3ccccc23)cc1	2	-1.1	0	-9	15	8	14	-2
Nc1c(-c2ccccc2)nnn1Cc1ccccc1	1	0.9	-1	-17	26	14	3	-4
CCOC(=O)c1cnc2c(C)c(Cl)ccc2c1N1CCN(CC)CC1	-33	0.9	-126	-57	20	-5	-10	-4
COc1cccc(C(=O)O/N=C(\C)c2cnccn2)c1	9	0.7	21	10	-16	5	-12	0

The final three compounds of the section above are carried over, then new ones follow:
smiles	tim10-1 inh	UPR CHOP act	tim23-1 inh	TIM10 inh	Mdm2-MdmX inh	697 NFkB inh	Jurkat NFkB inh	XBP1 UPR activ
Nc1c(-c2ccccc2)nnn1Cc1ccccc1	1	0.9	-1	-17	26	14	3	-4
CCOC(=O)c1cnc2c(C)c(Cl)ccc2c1N1CCN(CC)CC1	-33	0.9	-126	-57	20	-5	-10	-4
COc1cccc(C(=O)O/N=C(\C)c2cnccn2)c1	9	0.7	21	10	-16	5	-12	0
Cc1ccc(NC(=O)CN(C)C(=O)CSc2nnnn2C)cc1	6	-1.0	2	4	-29	14	7	0
CNC(=O)C12CC3CC(CC(Cl)(C3)C1)C2	1	6.0	2	-5	-4	-7	0	-2
CCN(CC)CCCNC(=O)c1nn(-c2ccc(OC)cc2OC)c(=O)c2ccccc12	-17	-0.7	-5	-6	1	-11	-12	-1
O=C/C(=C\Nc1ccc(Cl)cn1)c1nc2ccccc2o1	1	-0.4	2	5	22	23	3	0
Cn1c(N)c(C(=O)COC(=O)c2cc(-c3ccccc3)nc3ccccc23)c(=O)n(Cc2ccccc2)c1=O	-25	1.5	-2	-10	26	8	3	-4
Cc1ccc(CC(=O)NC2CCN(Cc3ccccc3)CC2)cc1	-33	3.8	-4	-32	-9	2	10	-6
COc1ccc(OC)c(-c2csc(N(C)C(=O)c3ccco3)n2)c1	15	-0.1	19	5	8	-14	4	-1
Cc1ccc(-c2nnc3n2N=C(c2ccccc2)CS3)cc1	18	-0.2	19	0	-1	13	7	6
COc1ccc(CNC(=O)c2noc3c2CCCCC3)cc1	11	3.7	19	2	-14	-7	-11	1
COc1cccc(N2CCN(C(=O)/C=C/c3ccco3)CC2)c1	1	2.9	8	-4	21	0	-4	1
NS(=O)(=O)c1ccc(N2N=C(c3ccccc3)CC2c2ccccc2)cc1 (stereo not drawn)	29	-0.2	40	32	12	-4	4	-3
CC(Oc1ccccc1)C(=O)N1CCN(c2ncccn2)CC1 (stereo not drawn)	-6	0.3	11	10	9	1	8	-3
COc1cc(NC(=O)CCc2nnc3ccc(N4CCC(C)CC4)nn23)cc(OC)c1	13	2.0	10	18	26	-42	1	2
COc1cccc(Oc2cn[nH]c2-c2ccc(OC)cc2O)c1	-21	0.1	41	19	27	7	4	2
CSCCC1(C(=O)O)NC(c2ccccc2O)C2C(=O)N(C(C)C)C(=O)C21 (stereo not drawn)	-23	-0.6	-1	1	-19	-7	-13	-2
Nc1c(-c2ccccc2)sc2ccc3ccccc3[n+]12	6	2.0	3	11	-17	-24	2	-1
COC1=Cc2c(ccc3ccc(=O)oc23)OC1(C)C	-9	1.0	40	-55	38	-19	-14	2
O=C(COC(=O)c1ccc2c(c1)OCCO2)Nc1cc(Cl)ccc1Cl	9	-2.5	12	3	-23	-14	-4	0
NS(=O)(=O)c1cccnc1Nc1cccc(Cl)c1	27	-0.2	22	5	3	2	7	0
Cc1c(-c2ccccc2)sc(Br)c1C(=O)N1CCOCC1	48*	1.4	41	14	6	-8	-15	-1
COc1ccc(CN(C)c2ncnc(N)n2)cc1	-18	-1.4	-6	-10	-2	8	6	-1
O=C(/C=C/c1cccc([N+](=O)[O-])c1)c1cccs1	57*	25	52*	69*	74*	25	1	17
CCOC(=O)C1=C(C)N(c2ccc(OC)cc2)C(=O)/C1=C\c1cccs1	31	1.6	11	21	-22	2	3	-2
COc1cccc(CNn2c(-c3cccc(C)c3)nc3ccccc3c2=O)c1	-3	-1.4	43	28	16	-23	8	0
COc1ccc(C(=O)NCCS(=O)(=O)NCCc2ccccc2)cc1	23	3.2	7	9	-16	-83	-51	0
CN(C)CCCn1cnc2c1c(=O)[nH]c(=O)n2Cc1ccccc1	8	-1.6	7	-8	11	7	1	-1
COC(CN(C)C(=O)c1ccc2c(c1)NC(=O)c1ccccc1S2)OC	0	1.6	4	18	-16	-8	-6	-3
Cc1ccc(CNc2oc(COc3ccccc3Cl)nc2C#N)cc1	4	0.9	11	-30	23	-7	-6	-4
Cc1nn(CC(=O)N2CCc3ccccc32)c(C)c1S(=O)(=O)NC(C)(C)C	-10	-1.4	3	-9	5	4	-1	1
COc1ccc(C(=O)c2oc3ccc(OC)cc3c2NC(C)=O)cc1	16	1.2	6	8	15	14	7	-1
Cc1cccnc1NC(=O)c1cccc(S(=O)(=O)N2CCCc3ccccc32)c1	22	-0.3	21	10	16	-20	-12	-5
Cc1cc(=O)[nH]c(SCC2COC3(CCCCC3)O2)n1 (stereo not drawn)	9	-0.6	7	4	21	19	6	0
CCOc1ccc(/C(O)=C2/C(=O)C(=O)N(c3nc(C)c(C)s3)C2c2ccco2)cc1 (stereo not drawn)	-5	2.2	11	-2	-12	-13	-8	0
O=C(CSc1nnnn1-c1ccc(Cl)cc1)N1CCc2ccccc2C1	33	-1.5	43	25	-9	-2	-14	1
O=C(CSc1nnc(NC(=O)C2CC2)s1)NCc1ccc(F)cc1	-29	0.6	-4	-13	10	-13	4	-3
CCCc1nc2sc3c(c2c(=O)n1NC(=O)c1ccco1)CC(C)(C)OC3	24	-1.9	17	10	15	3	-2	-2
O=C(Cn1nnc(-c2cccs2)n1)NCc1cccs1	-1	0.5	1	-6	0	-12	4	7
CC1CCC2(CC1)Nc1ccccc1C(=O)N2c1ccccc1 (stereo not drawn)	22	0.2	10	17	19	-57	-35	1
Cn1c2ccccc2c2ncn(CCC3=CCCCC3)c(=O)c21	23	8.3	36	30	-80	-45	-54	4
Cc1ccnc(NC(=O)CC(c2ccccc2)c2ccccc2)n1	11	-0.3	17	5	1	-5	-10	-5
COc1cc(C)ccc1OCCOCCOc1c(C)cc(C)cc1Br	8	-0.8	8	-17	29	-17	-12	-1
Cc1ccc(N2CC(C(=O)Nc3cccc(F)c3)CC2=O)cc1 (stereo not drawn)	24	0.6	28	17	30	4	5	-2
CNS(=O)(=O)c1cc(N)ccc1C	-2	-0.4	19	4	-12	3	-11	-1
CCOc1ccccc1NC(=O)CS(=O)(=O)c1cn(CC(=O)N2CCOCC2)c2ccccc12	-4	0.0	-7	4	16	25	5	0
Cc1ccc(S(=O)(=O)N2CCN(CC(=O)N/N=C\c3ccccn3)CC2)cc1	14	-0.1	11	15	-5	-20	-4	-3
CC(C)(C)c1ccc(NC(=O)CNC2CCCc3ccccc32)cc1 (stereo not drawn)	42*	-0.4	7	22	19	15	2	1
CCNC(=O)c1ccccc1SCC(=O)Nc1ccc(F)cc1	8	0.7	8	-14	20	6	7	1
O=C1S/C(=C\C=C\c2ccco2)C(=O)N1c1ccccc1	15	17	18	14	-58	-13	-4	6
O=C(CN1CCc2ccccc2C1)NCC(=O)Nc1ccc(F)cc1	10	-1.9	-4	13	24	8	13	-1
CCc1ccc(S(=O)(=O)Nc2ccc(Cl)cn2)cc1	-2	0.8	29	2	10	8	-1	-5
CC(C)C[C@@]12C(=O)N(c3cccc(F)c3)C(=O)N1[C@H](c1ccc(Cl)cc1)[C@@H]1C(=O)N(C3CCCCC3)C(=O)[C@@H]12	6	2.5	17	13	20	5	6	4
CN(C)c1ccc(-c2n(C)c3ccccc3[n+]2C)cc1	-13	1.8	-1	2	9	42*	76*	0
COCCn1c(=O)[nH]c2cc(C(=O)NCCN3CCN(c4ccccc4)CC3)ccc2c1=O	1	-0.9	-10	-11	-15	11	-10	0
CN(CC(=O)Nc1cccc(F)c1)C(=O)COc1ccc2c(c1)CCC2	-9	0.2	-11	-8	-2	12	16	3
COC(=O)c1[nH]c2ccc(C)cc2c1NC(=O)CN1CCN(C(=O)c2ccccc2)CC1	18	0.5	15	19	-8	10	26	-3
CCOC(=O)C1CCN(S(=O)(=O)c2ccc(-c3ccc(=O)[nH]n3)o2)CC1	-9	1.1	8	5	1	-46	-1	-2
CCOC(=O)c1nnn(-c2nonc2N)c1CS(=O)(=O)c1ccccc1	4	-0.1	8	12	26	20	14	-1

From PubChem BioAssay
